# GLP-1R agonist: activates the human GLP-1 receptor; P43220; Potency, µM (doses to about 45.6 µM), for the others: at the highest dose activation, most hits filed as activators; 0.007% of 380,000 active; HEK293 GLP-1R CRE-luciferase, luminescence, 4-6 h; cells express a hypersensitive GLP-1R form; AID 624172; note: % of control where 0% means no effect
# Target sequence (P43220 whole entry, looked up): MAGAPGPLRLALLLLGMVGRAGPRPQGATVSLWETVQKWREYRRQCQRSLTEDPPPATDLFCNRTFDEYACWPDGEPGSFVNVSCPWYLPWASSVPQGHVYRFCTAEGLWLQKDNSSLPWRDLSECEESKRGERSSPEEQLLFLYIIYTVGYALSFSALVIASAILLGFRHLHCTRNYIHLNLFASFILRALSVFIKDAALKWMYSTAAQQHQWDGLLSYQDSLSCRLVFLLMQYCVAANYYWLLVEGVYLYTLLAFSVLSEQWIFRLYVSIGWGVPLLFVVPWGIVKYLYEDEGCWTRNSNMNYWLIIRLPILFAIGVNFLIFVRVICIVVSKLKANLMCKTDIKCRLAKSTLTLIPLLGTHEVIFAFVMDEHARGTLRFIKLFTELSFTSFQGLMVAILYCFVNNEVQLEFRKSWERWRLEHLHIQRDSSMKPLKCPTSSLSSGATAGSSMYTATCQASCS
# SW480 rerep: DNA re-replication induction in SW480 cells; SW480 DNA re-replication, Hoechst DNA content imaging, 48 h; Potency, µM (titrated, usually from 46.1 µM), without a hit: at the top dose re-replication activation, hits mostly activators; 1.8% of 340,000 active; AID 624297; note: % of control where 0% means no effect; nearly all actives have a fitted effect of over 55% in size
#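 Hoechst fluorescence of nuclei (405 nm excitation, 500-530 nm emission) measured by plate-scanning imager after 48 hr compound exposure at 37 C; re-replication scored as increased number of nuclei with elevated intensity.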
# GLP1R cytotox: cytotoxicity in counter-screen for GLP-1R inverse agonists; Potency, µM (top dose mostly 38.3 µM), for the others: at the highest dose activity change, negative = inhibition, hits mostly inhibitors; HEK293 cAMP-luciferase reporter cells, luminescence, 24 h; 0.13% of 410,000 active;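 note: loss of luciferase light is scored as toxicity; % is set by controls: 0 for no effect and ±100 for the full control effect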
#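 Step one: seed cells (200 cells/uL, DMEM with 10% Nu serum, 1% pen-strep). Step two: 12-hour incubation at 37 deg C. Step three: pin 23 nL compound, incubate 24 hr. Step four: add luciferase reagent, read luminescence 12 min later.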
# KB-3-1 cytotox: kills parental KB-3-1 adenocarcinoma cells. KB-3-1 viability, CellTiter-Glo ATP luminescence, 72 h. Potency, µM (titrated, usually from 46.1 µM), for the others: at the highest dose activity change, negative = cytotoxic, most hits filed as cytotoxic. 1.4% of 400,000 active. AID 1347075; note: % is set by controls: 0 for no effect and ±100 for the full control effect; nearly all actives have a fitted effect of over 60% in size
#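 72 h, 37 °C compound treatment of KB-3-1 parental cells; CellTiter-Glo added, 10 min, luminescence read. Data corrected against DMSO-only plates and normalized before curve fitting.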
# GLP-1R inv ag: acts as inverse agonist at human GLP-1 receptor. P43220. HEK293 GLP-1R CRE-luciferase, luminescence, 24 h; GLP-1R form is constitutively active. Potency, µM (highest dose often 38.3 µM), for inactives: at the highest dose activity change, negative = inhibition, most hits filed as inhibitors. 1.6% of 410,000 active; note: % is set by controls: 0 for no effect and ±100 for the full control effect; nearly all actives have a fitted effect of over 55% in size
#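 HEK293 cells stably co-expressing constitutively active GLP-1R and a cAMP-responsive luciferase reporter were seeded in DMEM with 10% Nu serum, given compounds after 12 h, and incubated 24 h at 37 deg C. Luminescence was then read.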
# KB-V1 MDR tox: KB-V1 MDR subline cytotoxicity; KB-V1 MDR cells viability, CellTiter-Glo, 72 h; Potency, µM (titrated, usually from 46.1 µM), for inactives: at the top dose activity change, negative = cytotoxicity, hits mostly cytotoxic; 3.4% of 400,000 active; AID 1347076; note: % is set by controls: 0 for no effect and ±100 for the full control effect; nearly all actives have a fitted effect of over 60% in size
#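 Following 72 h at 37 degrees C with compound, KB-V1 cell viability was read by CellTiter-Glo luminescence, medium being phenol-red-free DMEM plus 10% FBS; concentration-response parameters came from normalized, curve-fitted qHTS data.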
# HT1080NT lethal: kills 2HG-producing HT-1080-NT fibrosarcoma cells | Potency, µM (highest dose often 46.1 µM), without a hit: at the top dose activity, negative = less viability, hits mostly cytotoxic | 1.6% of 360,000 active | HT-1080-NT fibrosarcoma viability, CellTiter-Glo ATP luminescence, 48 h;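 note: NT is the 2HG producing partner of a matched IDH1 knockdown line; 0% = DMSO-treated cells and -100% = media-only wells without cells; nearly all actives have a fitted effect of over 55% in size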
#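 HT-1080-NT fibrosarcoma cells (2HG-overproducing), 750 cells/well in RPMI with 5% FBS, dosed after 2 h and incubated 48 h at 37C. CellTiter-Glo luminescence normalized to DMSO and no-cell wells; concentration-response curves fitted and classed.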
# HT1080 IDH1KD tx: HT-1080 IDH1 knockdown cell toxicity (counter line); HT-1080 IDH1 knockdown viability, ATP luminescence, 48 h; Potency, µM (series often up to 46.1 µM), for the others: at the top dose activity, negative = toxicity, hits mostly cytotoxic; 2% of 360,000 active;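 note: 0% = DMSO wells and -100% = cell-free medium wells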
#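 Luminescent ATP read-out (CellTiter-Glo, 10 min at room temperature) after 48 h compound exposure at 37 °C gave viability of IDH1-knockdown HT-1080 cells. Activity was normalised to DMSO and cell-free wells, then fitted as concentration-response curves.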
# TDP43 rescue: inhibitors of TDP-43 toxicity in yeast | TDP-43 expressing yeast growth rescue, BacTiter-Glo, 24 h | Potency, µM (titrated, usually from 46.1 µM), for the others: at the top dose growth rescue (activation), hits mostly activators | 1.8% of 410,000 active | AID 652104; note: % of control where 0% means no effect; nearly all actives have a fitted effect of over 50% in size
#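 Growth rescue of TDP-43-toxic yeast measured as ATP luminescence (BacTiter-Glo). Cells grown to mid-log in raffinose, induced in galactose at OD600=0.02, exposed to compound 24 hr at 30 deg C.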
# * = called active by the depositor; u = inconclusive; x = no result given; & = joins results of further samples; [ ] = remark or other dose. Calls come from the whole dose curve; as a rule, active = well fitted curve in the direction sought with a large enough effect; inconclusive = small, poorly fitted or top-dose-only effect, or another doubt; inactive = no such curve, though single readings can be large; an effect the other way counts as inactive or inconclusive. Potency is the fitted concentration of half-maximal effect.
SMILES,GLP-1R agonist,SW480 rerep,GLP1R cytotox,KB-3-1 cytotox,GLP-1R inv ag,KB-V1 MDR tox,HT1080NT lethal,HT1080 IDH1KD tx,TDP43 rescue
CC1CCN(C(=S)c2ccc([N+](=O)[O-])cc2)CC1,-3%,u,0%,8%,-21%,u,-12%,-3%,u
COc1ccccc1N1CCN(C(=O)c2cc3c(C)nc4ccccc4c3o2)CC1,-5%,0%,-35%,u,u,u,u,-24%,17%
COc1ccc2nc(SCc3cnc(C)nc3N)[nH]c2c1,2%,3%,5%,3%,12%,7%,11%,8%,-21%
CC(=O)c1cc2c(cc1NS(=O)(=O)c1ccccc1)OCO2,1%,1%,-10%,13%,23%,-9%,u,2%,2%
O=C1c2ccccc2C(=O)N1CCC#Cc1ccc2cc(CCCO)oc(=O)c2c1,6%,7%,3%,17%,17%,5%,1%,22%,8%
CNC(=O)c1ccsc1NC(=O)c1ccc(S(=O)(=O)N2CCc3ccccc32)cc1,-4%,u,-4%,-23%,u,7%,-16%,-11%,26%
CN(Cc1nc(-c2cccs2)no1)CC(O)c1ccccc1 (stereo not drawn),25%,-8%,0%,2%,-1%,-1%,15%,3%,5%
O=C(CCCc1ccncc1)c1ccccc1,7%,-3%,-1%,16%,6%,0%,23%,21%,0%
COc1ccc2c(C)cc(SCC(=O)NCCN3C(=O)CSC3=O)nc2c1,18%,x,-5%,14%,19%,u,5%,-1%,13%
CCN(CC)CC(C)(C)NS(=O)(=O)c1ccc(Cl)cc1,24%,u,4%,3%,-17%,-2%,19%,8%,-11%
Cc1ccc2[nH]cc(C(c3ccccc3)c3ccc(Cl)s3)c2c1 (stereo not drawn),x,x,-17%,u,10µM*,u,x,x,u
CS(=O)(=O)N1CCN(c2ccccc2NC(=O)CSc2ccc(Cl)cc2)CC1,1%,0%,4%,0%,u,u,-14%,-12%,-16%
CN1CCN(C2Cc3ccccc3Sc3ccc(Cl)cc32)CC1 (stereo not drawn),3%&-7%,x,1%,0%,u,u,-8%,4%,32%
CC1CCCN(C(=O)CN2C(=O)NC3(CCCCC3C)C2=O)C1 (stereo not drawn),4%,-51%,-3%,5%,-2%,22%,8%,4%,-5%
COC(=O)c1ccccc1NC(=O)/C=C/C(=O)O,7%,-8%,-13%,-9%,1%,-33%,6%,13%,4%
COc1ccc(C)cc1N(CC(=O)Nc1cccnc1)S(=O)(=O)c1ccccc1,-4%,-84%[inhibitor],7%,12%,8%,-13%,20%,2%,1%
CC(=O)c1ccc(-c2ccc(C(=O)N3CCC(C(N)=O)CC3)o2)cc1,2%,-14%,0%,u,34%[activator],-13%,-6%,0%,-5%
CCn1cc(Cl)c(C(=O)Nc2ccc(OC)c(OC)c2)n1,17%,0%,-1%,1%,50%[activator],1%,16%,0%,-10%[0.397 µM]
COc1cccc(OC)c1C(=O)Nc1ccc2c3c(cccc13)CC2,8%,13%,-13%,-7%,u,-3%,-5%,1%,13%
CCOc1ccc(-c2nc(C#N)c(N3CCN(CC)CC3)o2)cc1,-3%,2%,0%,3%,-22%,11%,0%,0%,3%

# Molecules above containing four or more nitrogen atoms (2):
SMILES,GLP-1R agonist,SW480 rerep,GLP1R cytotox,KB-3-1 cytotox,GLP-1R inv ag,KB-V1 MDR tox,HT1080NT lethal,HT1080 IDH1KD tx,TDP43 rescue
COc1ccc2nc(SCc3cnc(C)nc3N)[nH]c2c1,2%,3%,5%,3%,12%,7%,11%,8%,-21%
CCOc1ccc(-c2nc(C#N)c(N3CCN(CC)CC3)o2)cc1,-3%,2%,0%,3%,-22%,11%,0%,0%,3%

# Other entries follow.
SMILES,GLP-1R agonist,SW480 rerep,GLP1R cytotox,KB-3-1 cytotox,GLP-1R inv ag,KB-V1 MDR tox,HT1080NT lethal,HT1080 IDH1KD tx,TDP43 rescue
CCCNC(=O)C(Cc1ccccc1)NS(=O)(=O)c1ccc2c(c1)c(=O)n(C)c(=O)n2C (stereo not drawn),-1%&0%,-6%,0%&0%,-2%&-7%,6%&7%,-3%&24%,1%,-1%,-11%&10%
CC(CCc1ccco1)NC(=O)CCc1nnc2ccc(NCc3ccccc3Cl)nn12 (stereo not drawn),-8%,-4%,-12%,0%,-1%,0%,-8%,-2%,-3%
Cc1cc(Cl)cc(C)c1OCCCCCn1ccnc1,3%,u,-1%,-3%,u,-3%,3%,-8%,-25%
CCOc1ccc(NC(=O)COC(=O)CCN2C(=O)C3CC=CCC3C2=O)cc1OCC (stereo not drawn),4%,-2%,-19%,6%,9%,-1%,-1%,9%,21%
Cc1nc(NC(=O)CSc2nnc(N)s2)c(Cl)cc1Cl,0%,1%,-4%,-4%,61%[activator],u,22%,10%,10%
CCCCNC(=S)N/N=C/c1sccc1C,21%,0%,u,2%,u,-26%,-2%,0%,24%
CC(C)(C)NC(=O)CN(Cc1ccco1)C(=O)CCC(=O)Nc1nccs1,6%,-3%,1%,21%,6%,u,-4%,4%,-20%
COc1ccc(C(=O)NCC(c2ccc(N(C)C)cc2)N2CCc3ccccc32)c(OC)c1 (stereo not drawn),x,x,-1%,-1%,6%,14%,x,x,8%
CC(C)(C)OC(=O)N(Cc1ccccc1)Cc1ccccc1OCc1cccc(NC(=O)c2ccccc2)c1,-4%,0%,1%,u,u,u,-1%,-1%,15%
CC(=O)OC1CC(C)(C)N(OC(=O)CCCN2C(=O)c3ccccc3C2=O)C(C)(C)C1,2%,-2%,-11%,8%,3%,11%,2%,2%,-3%
COC(=O)c1ccccc1OCC(=O)NC1CCCCC1,1%,-3%,-11%,1%,u,u,11%,3%,-25%
O=C(CN1C(=O)/C(=C/c2cccc(Br)c2)SC1=S)Nc1cccnc1,3%,-24%,1%,6%,35%[activator],-2%,29%,8%,-3%
CCCCSC(=S)N(C)C1CCS(=O)(=O)C1 (stereo not drawn),11%,-1%,-4%,0%,0%,u,-5%,-6%,20%
Cc1ccc(C)c(NC(=S)N(C)CCc2ccccn2)c1,9%,0%,9%,-1%,0%,-24%,9%,4%,-23%
O=S(=O)(c1ccccc1)c1nc(-c2ccccc2Cl)oc1N1CCCCCC1,x,x,2%,-8%,u,10%,x,x,-7%
COc1cc2ccccc2cc1C(=O)N1CCN(c2ccccc2O)CC1,7%,2%,2%,-9%,-14%,6%,-8%,-15%,13µM*
O=C(CC1C(=O)NCCN1CC1CCCCC1)NCc1cccc(F)c1F (stereo not drawn),6%,-10%,0%,-9%,11%,-3%,1%,8%,-1%
O=S(=O)(Nc1ccc(N2CCOCC2)cc1)c1ccc(F)cc1F,4%,-1%,2%,u,-12%,-12%,4%,0%,21%
Cc1ccc(NC(=O)C2CC(=O)Nc3nc4ccccc4n32)c(C)c1 (stereo not drawn),2%,18µM*,0%,9%,10%,19%,22%,-2%,-3%
CC(C)(C)CC(=O)Nc1ccc(-c2cn3cccnc3n2)cc1,4%,-2%,-3%,-2%,-2%,0%,5%,-2%,-13%
COc1ccc(-n2c(SCC(N)=O)nc3sc4c(c3c2=O)CCN(C)C4)cc1,4%,-3%,-12%,9%,1%,11%,4%,0%,-1%
COc1ccc(Cc2noc(CN3CCCN(C4Cc5ccccc5C4)CC3)n2)cc1OC,22%,-6%,4%,-5%,u,-7%,-10%,-2%,-13%[9.22 µM]
O=C(N/N=C/c1ccc(F)cc1)c1ccc(-n2cnnn2)cc1,1%,-53%[inhibitor],4%,-2%,-13%,-1%,20%,27%,-26%
Cc1ccc(S(=O)(=O)c2nc(S(C)(=O)=O)sc2N2CCC(O)CC2)cc1,1%,18%,6%,3%,2%,3%,17%,-1%,5%
CC(C)C1Oc2ccccc2C(=O)N(CC(=O)c2ccc3c(c2)OCCO3)C1=O (stereo not drawn),18%,-3%,1%,-1%,4%,10%,5%,9%,20%
N#Cc1nc(-c2ccco2)oc1N1CCc2ccccc2C1,u,10%,0%,-4%,0%,8.2µM*,-2%,-5%,u
C=CCn1c(COc2cccc(C)c2)nnc1SCn1nnc2ccccc2c1=O,1%,-2%,-28%,3%,u,0%,6%,12%,u
O=C(O)C1CSC(c2ccccc2)N1C(=O)c1ccco1 (stereo not drawn),-14%,-7%,4%,-2%,14%,21%,-2%,2%,-9%
CCOC(=O)c1ccc2[nH]c(CSc3nnc(-c4cccc(F)c4)n3C)cc(=O)c2c1,x,x,2%,10%,8%,u,x,x,20%
O=C(Nc1nnc(-c2ccc3c(c2)CCCC3)o1)c1ccccc1,-3%,-4%,u,u,u,-12%,u,u,5µM*
O=C(/C=C/c1ccccc1)NCC1(c2ccccc2)CCOCC1,2%,-7%,1%,0%,-22%,-11%,22%,22%,14%
COCCNS(=O)(=O)c1cc(OC)ccc1OC,5%,u,-1%,8%,11%,1%,3%,9%,11%
COc1ccc(-c2nn(-c3ccccc3)cc2/C=N/NC(N)=S)cc1OC,4%,2.1µM*,u,0%,u,u,0.73µM*,0.65µM*,-6%
CCN1CCN(Cc2nnc(-c3ccccc3)o2)CC1,-5%,3%,8%,-28%,14%,4%,6%,-2%,0%
Cc1ccc(-c2nnc(Nc3ccc(Br)cc3)c3ccccc23)cc1S(=O)(=O)N1CCOCC1,-9%,x,-1%,1%,u,-16%,x,x,19%
Cc1cccc(-c2nc(CSc3nncn4c3cc3oc(C)cc34)c(C)o2)c1,x,x,-3%,1%,1%,-13%,x,x,-3%
Cc1nc(SCc2ccccc2)c([N+](=O)[O-])[nH]1,7%,-5%,u,19%,1%,3%,1%,-1%,-4%
COc1ccc(NC(=O)Cc2csc(COc3cccc(C)c3)n2)cc1OC,x,x,-2%,u,u,u,x,x,u
C[N+](C)(CC#N)C/C=C\c1ccccc1,9%,-7%,-10%,20%,12%,9%,17%,15%,-8%[9.22 µM]
